# RSV CPE inhibition: RSV antiviral activity via CPE protection, HEp-2 cells, primary 10 µM value included (AID 2391). HEp-2 cells, RSV-induced CPE inhibition; higher % means a stronger effect. 310,000 compounds, 0.13% hits. CPE inhibition, % at 10 µM, or IC50 in µM where a hit was titrated; in the data active = a potency from the dose series; inconclusive = CPE inhibition mostly from about 23% at the one dose, without a potency; inactive = the rest, 99 in 100 with CPE inhibition below about 21%; note: strong numbers were not always called active
# WT yeast gro inh: growth inhibition of WT strain, primary screen, mitochondrial fusion inhibitor project, WT and mutant strains, chemical genetic | mitochondrial fusion phenotypic screen | inhibition, % at 10 µM | 190,000 compounds, 2.1% hits; in the data active = inhibition above about 58%; tested in S. cerevisiae
# UTI89 phage lysis: inhibition of K1F phage lysis, E. coli UTI89, bacterial capsule biogenesis inhibitors, alamar blue (AID 488966); inhibition, % at 100 µM; hits with a dose series show IC50 in µM; 340,000 compounds, 0.02% hits; E. coli UTI89 K1F phage lysis, alamar blue, 2 h; higher % means a stronger effect;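 active = phage lysis inhibition, versus mean bacterial control, above a set limit; inconclusive = no clear call, values can overlap the other calls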;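 note: capsule biogenesis inhibitors block K1F phage lysis so surviving cells raise fluorescence; higher fluorescence means more inhibition of phage lysis; actives were called in the ten point dose series up to 300 µM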
# Autophagy HCS: autophagy modulators in MEF cells, primary screen, imaging, high-content, MEF GFP-LC3 | AID 463193, 2010 | calls only at 10 µM (by protocol) | 190,000 compounds, 0.98% hits | MEF GFP-LC3 puncta imaging; test concentration mostly 10 µM;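 active = percentage of spot-positive cells more than 3 SD above its plate mean, without a fluorescence outlier flag or 80% toxicity; inconclusive = no clear call, values can overlap the other calls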;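 note: spot-positive cell cutoff set from DMSO-treated cells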
# NTR1 agonist: agonists of NTR1, primary screen, imaging, U2OS cells, beta-arrestin-GFP, high content (AID 493036) | NTR1-U2OS beta-arrestin-GFP spot imaging, agonist mode | activation, % at 20 µM | 330,000 compounds, 0.17% hits;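 active = activation at or above 40% of the spot to cytoplasm intensity ratio, with at least 20 cells analyzed; inconclusive = wells under 20 cells, flagged as cytotoxic or low count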;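 note: 0% = DMSO without peptide and 100% = 100 nM NTR1 peptide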
# Target sequence (P30989 whole entry, looked up): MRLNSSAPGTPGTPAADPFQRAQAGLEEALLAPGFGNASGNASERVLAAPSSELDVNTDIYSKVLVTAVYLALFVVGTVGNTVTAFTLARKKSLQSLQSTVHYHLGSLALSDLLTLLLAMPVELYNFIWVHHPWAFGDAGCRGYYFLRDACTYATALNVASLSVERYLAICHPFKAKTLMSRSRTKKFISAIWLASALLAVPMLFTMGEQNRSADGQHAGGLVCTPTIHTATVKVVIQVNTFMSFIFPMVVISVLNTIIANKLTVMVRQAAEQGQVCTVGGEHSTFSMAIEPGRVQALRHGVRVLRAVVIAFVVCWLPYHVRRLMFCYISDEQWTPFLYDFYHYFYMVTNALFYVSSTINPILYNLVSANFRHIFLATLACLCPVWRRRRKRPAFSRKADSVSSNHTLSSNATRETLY
# GPR35 antagonists: GPR35 antagonists blocking zaprinast-driven arrestin recruitment, primary screen, imaging, U2OS, beta-arrestin-GFP, zaprinast agonist (AID 2058). 290,000 compounds, 0.052% hits. inhibition, % at 10 µM, or IC50 in µM where a hit was titrated. U2OS GPR35 beta-arrestin-GFP translocation imaging, zaprinast antagonism; higher % means a stronger effect;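 active = inhibition of at least 50% with at least 30 cells and total cytoplasm GFP at most 10,000,000; inconclusive = under 30 cells or total GFP of 10,000,000 plus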
# AID2073: inhibitors of Mint1-CaV2.2 protein interaction, biochemical, HTRF (AID 2073); inhibition, % at 20 µM; hits with a dose series show IC50 in µM; HTRF protein-protein interaction, Mint1-CaV2.2; higher % means a stronger effect; 290,000 compounds, 0.19% hits; Voltage-dependent N-type calcium channel subunit alpha-1B (Homo sapiens); in the data active = inhibition mostly above about 51%, no sharp cut-off; inconclusive = no clear call, values can overlap the other calls; inactive = mostly below about 53%; note: some results filed as inactive read as strong as hits
# Dengue-2 NS5 capping: Dengue-2 NS5 methyltransferase inhibitors, primary screen, biochemical, confirmation dose response (AID 588689). 340,000 compounds, 0.3% hits. Genome polyprotein (Dengue virus type 2 (strain 16681-PDK53)). Dengue-2 NS5 methyltransferase capping enzyme assay, biochemical; higher % means a stronger effect. one-dose inhibition, % at 25 µM; IC50 in µM for titrated hits; in the data active = a potency from the dose series; inconclusive = inhibition above about 29% without an active follow-up result
# LYP phosphatase: inhibitors of LYP phosphatase, biochemical, fluorescence intensity, uHTS (AID 1779); 290,000 compounds, 0.054% hits; one-dose inhibition, % at 11.5 µM; IC50 in µM for titrated hits; recombinant LYP phosphatase, fluorescence intensity; higher % means a stronger effect; Tyrosine-protein phosphatase non-receptor type 22 (Homo sapiens); in the data active = inhibition above about 50%;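 note: plate controls were vehicle with enzyme for no effect and no enzyme for full effect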
# WT yeast gro inh mutant strain: further read-out of WT yeast gro inh, marked with its call; inhibition, %; mitochondrial fusion phenotypic screen, mutant strain inhibition
# Autophagy HCS cell loss 18 h: also measured in Autophagy HCS; calls as there; toxicity, %; measured here: cell loss, nuclei count;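 cell loss after 18 h compound exposure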
# NTR1 agonist cell count 20 µM: also measured in NTR1 agonist; calls as there; cell count; measured here: cell count, cytotoxicity flag
# Dengue-2 NS5 capping pilot replicate: recorded beside Dengue-2 NS5 capping, whose call it bears; inhibition, %; measured here: pilot screen replicate inhibition
# * hit, by the source's call; i = inactive; ? = inconclusive; . = not tested or not shown; [ ] = another dose, or the depositor's remark.
SMILES,RSV CPE inhibition,WT yeast gro inh,WT yeast gro inh mutant strain,UTI89 phage lysis,Autophagy HCS,Autophagy HCS cell loss 18 h,NTR1 agonist,NTR1 agonist cell count 20 µM,GPR35 antagonists,AID2073,Dengue-2 NS5 capping,LYP phosphatase,others
CN(C)c1cc[n+](CC(=O)c2ccc(OC(F)F)cc2)cc1,3.0%,.,.,1.3%[50 µM],.,.,-0.7,53,-3%,-6%,-8%,-7%,
O=c1c2cc(-c3ccccc3)sc2nc2n1CCC2,0.5%,4,16,.,i,2,-0.1,40,3%,2%,.,0%,
Cc1ccc(C)c2[nH]c(=O)c(CN(Cc3ccco3)C(=O)Nc3ccccc3)cc12,8.6%,50,40,1.1%,i,-8,3.7,26,-2%,3%,-2%,3%,
COc1ccc(CC(C)CC(=O)Nc2ccc(OC)cc2)cc1 (centres undefined),14%,.,.,0.2%,.,.,1.1,87,3%,8%,-8%,-3%,
O=C(Nc1ccc(Cl)c(Cl)c1)Nc1ccc(Br)cc1F,14%,81*,66*,6.5%,i,2,21,41,-4%,2%,2%,1%,
O=C(CSc1nnnn1C1CCCC1)Nc1ccc2c(c1)OCO2,2.1%,-5,5,-0.1%,i,28,0.3,49,1%,1%,-7%,-6%,
CSc1ncc(CN2CCc3c([nH]c4ccccc34)C2C(C)(C)C)cn1 (centres undefined),1.6%,.,.,0.2%,.,.,4.6,59,6%,4%,-1%,2%,
Cc1c(Cl)cccc1NC(=O)C1=COCCO1,-1.6%,.,.,0.5%[50 µM],.,.,1.4,53,.,.,4%,.,
O=C(Cn1cnc2ccccc2c1=O)Nc1ccc2c(c1)OCO2,1.9%,10,-4,i,i,6,-0.9,47,6%,-10%,-4%,-10%,
Cc1oc(-c2ccc(F)cc2)nc1CN(Cc1ccccn1)CC1CCCO1 (centres undefined),-0.2%,12,0,-0.4%,i,20,0.9,71,-9%,6%,-3%,-10%,
CCOC(=O)c1c(NC(=O)OC)sc(C(=O)N(CC)CC)c1C,1.9%,11,-5,1.0%,i,-11,-4.6,87,13%,-38%,-2%,-12%,
CN(C)C(=O)c1ccc(NC(=O)COC(=O)C2=COCCO2)cc1,1.0%,.,.,1.2%[50 µM],.,.,0.3,61,.,.,-4%,.,
CCCCN(C(=O)c1ccc(OC)c([N+](=O)[O-])c1)c1c(N)n(CCC)c(=O)[nH]c1=O,-0.5%,.,.,-0.3%,.,.,1.4,44,15%,-1%,-5%,-13%,
Cc1ccc(-n2[nH]c(C)c(C=Nc3ccc(S(=O)(=O)Nc4nccs4)cc3)c2=O)cc1,-0.2%,19,21,.,i,0,1.1,59,0%,4%,.,-5%,
CC1CC(C)CN(C(=O)C(Cc2ccccc2)n2cccc2)C1 (centres undefined),-1.6%,.,.,0.1%,.,.,1.1,78,7%,-2%,2%,-3%,
Cc1cc(=O)[nH]c(N/N=C/c2ccc(Cl)c([N+](=O)[O-])c2)n1,20%,.,.,-0.1%,.,.,4.3,59,12%,3%,-2%,-5%,
COc1cccc(C(=O)NNC(=O)C(=O)Nc2ccc(C)cc2)c1,1.3%,.,.,i,.,.,0.0,51,-5%,34%,-1%,-10%,
COc1ccc(C(=O)NCc2c(C)nn(Cc3ccccc3)c2C)cc1S(=O)(=O)N1CCOCC1,-0.6%,.,.,0.6%[50 µM],.,.,0.5,61,.,.,9%,.,
CCc1ccc(OCCn2cccn2)cc1,1.9%,-1,4,0.3%,i,11,0.5,85,-5%,-8%,1%,-11%,
Cc1c(CN2CCc3c([nH]c4ccccc34)C2C2CCCCC2)cnn1C (centres undefined),2.3%,10,11,0.3%,i,12,-0.8,88,-8%,-4%,3%,-2%,
CC(C)c1ccc(NC(=O)Cn2nnc(C(=O)NCc3ccc4c(c3)OCO4)c2N)cc1,1.3%,.,.,0.3%,.,.,0.3,69,-10%,21%,8%,-18%,
CN1/C(=C/C2CC(=O)N(c3cccc4ccccc34)C2=O)C(C)(C)c2ccccc21 (centres undefined),2.3%,-1,-9,9.2%,i,3,1.3,71,16%,1%,-43%,-3%,
O=[N+]([O-])c1cc(/C=N/O)ccc1N1CCCC1,-1.3%,0,-15,0.1%,i,-6,0.8,86,6%,?,2%,-4%,
CCN1C(Nc2ccccc2)=NC[C@@H]1Cc1ccccc1,-2.0%,.,.,1.1%,.,.,5.9,74,-2%,6%,-9%,-10%,
Cc1ccc2c(c1)nnn2C1CCN(S(C)(=O)=O)CC1,3.6%,21,3,5.9%,i,8,0.3,84,11%,-2%,-1%,0%,
CCn1cc(C(=O)N2CCN(c3ccccc3)CC2)c(=O)c2cc(S(=O)(=O)N3CCOCC3)ccc21,1.4%,.,.,0.3%,.,.,0.5,64,23%,3%,-8%,-6%,
COc1cc(CNCc2ccccc2C(F)(F)F)cc(OC)c1,-2.8%,0,-2,0.0%,i,-1,1.6,44,5%,-12%,-10%,-6%,
CC(C)C(NC(=O)C1CCCCC1)C(=O)N1CCN(c2ccc(F)cc2)CC1 (centres undefined),2.1%,-1,-11,0.0%,i,15,3.0,85,5%,-3%,-3%,1%,
COc1ccc(NC(=O)c2csc3c2CCCC3)cc1,6.5%,17,18,-1.0%,i,-23,0.6,82,1%,18%,1%,-3%,
COc1ccccc1C(=O)NCC(=O)N/N=C/c1ccc([N+](=O)[O-])cc1,1.4%,-9,-7,0.1%,i,-10,-0.3,93,-5%,10%,1%,2%,
CCN(CC)c1ccc(/C=N/N2C(C)CCCC2C)c(O)c1 (centres undefined),2.1%,.,.,-0.4%,.,.,2.1,46,10%,23%,-1%,-8%,
O=C(NN1C(=O)c2ccccc2NC1c1ccco1)c1ccc(Br)cc1 (centres undefined),-0.3%,14,-8,-0.3%,i,11,2.7,39,-8%,4%,-9%,-3%,
Fc1cc(F)cc(NC(=S)NN2CCOCC2)c1,1.2%,-8,7,0.2%,i,3,0.1,102,15%,-10%,2%,-8%,
Cc1cccc(OCC(=O)Nc2cccc(C(=O)Nc3ccccc3C(=O)O)c2)c1,7.4%,2,8,-1.9%,i,-7,0.5,45,13%,13%,-2%,-6%,
FC(F)(F)c1cc(CCN2CCNC[C@H]2Cc2cccc3ccccc23)cc(C(F)(F)F)c1,-4.8%,.,.,-3.4%,.,.,51*,85*,.,.,-6%,.,
CCCC(=O)Nc1ccc(C(=O)NNC(=O)c2ccccc2Br)cc1,1.6%,-22,-1,-0.7%,i,-22,0.4,56,5%,-38%,0%,-5%,
COc1ccc(-c2csc(N(CCCN(C)C)C(=O)c3cccs3)n2)cc1,-2.6%,-8,-19,1.6%,i,27,-1.6,71,4%,-4%,-8%,-8%,
COc1ccc(CN2CCn3ncc(C(=O)Nc4ccccc4)c3C2=O)cc1,1.5%,-14,1,0.1%,i,15,-1.6,71,-5%,-1%,6%,-6%,
O=C1C2C3C=CC([C@@H]2C(=O)N1Cc1cccnc1)C31CC1 (some centres undefined),-0.2%,8,13,4.5%,i,-1,-1.7,54,10%,0%,-1%,1%,
COc1ccc(CCN2C(=O)N[C@@H](C(C)C)C2=O)cc1,0.6%,.,.,-0.5%[50 µM],.,.,-0.5,90,11%,-1%,-3%,-4%,
C/C(=N\OC(=O)NC(C)C)c1sc(-c2ccccc2)nc1C,11%,8,15,0.2%,i,0,2.9,53,6%,-1%,.,1%,
CCOC(=O)c1cnc2ccc(OC)cc2c1NCCN1CCOCC1,-0.9%,.,.,0.1%,.,.,0.5,70,28%,7%,2%,-7%,Dengue-2 NS5 capping pilot replicate=3.3
Cc1cc(C)c(N=Cc2c(O)n(-c3nccs3)c(=O)c3ccccc23)c(C)c1,21%,12,-1,3.9%,i,10,3.3,59,-4%,21%,-4%,7%,
CCNC(=O)C1CC(=O)OC12CCCCC2 (centres undefined),0.2%,-3,-5,0.3%,i,0,-3.0,59,6%,9%,-5%,-12%,
O=C(CCc1nc(-c2ccccc2Cl)no1)NC1CCCC1,0.2%,.,.,-0.2%,.,.,-0.5,51,-12%,0%,-3%,-11%,
CCCC(=O)Nc1ccc(C#Cc2ccccc2)cc1,13%,28,20,0.7%,i,26,2.7,87,-10%,3%,-4%,12%,Dengue-2 NS5 capping pilot replicate=-0.6
O=C(CS(=O)(=O)Cc1ccccc1)N1CCN(Cc2ccc3c(c2)OCO3)CC1,0.8%,10,4,-0.2%,i,9,-0.1,71,-8%,-8%,-1%,-11%,
COc1ccc([C@H]2CC(=O)C=C(c3cccc(C(F)(F)F)c3)C2)cc1,1.8%,.,.,-0.4%,.,.,7.3,46,.,.,6%,.,
CCOc1ccc(S(=O)(=O)N(C)c2ccc(OCC(=O)Nc3ccc4[nH]c(=O)[nH]c4c3)cc2)cc1,2.4%,2,-3,1.2%,i,-5,-1.0,53,-3%,10%,1%,-3%,
O=C(Nc1nc2c(Cl)cccc2s1)c1ccc([N+](=O)[O-])o1,?,.,.,-2.6%,.,.,6.6,76,2%,-4%,3%,-8%,
CCCn1c(SCCN2C(=O)c3ccccc3C2=O)n[nH]c1=O,2.5%,16,-26,0.3%,i,-23,1.2,32,-9%,-1%,-5%,-2%,
CN(CC(=O)NCC(=O)Nc1ccc(F)cc1)C1CCS(=O)(=O)C1 (centres undefined),3.7%,.,.,0.7%[50 µM],.,.,-0.3,73,.,.,-4%,.,
O=C(CSc1nnc(CNc2ccc(F)cc2)n1Cc1ccco1)N1CCOCC1,2.2%,-11,-7,0.1%,i,3,2.8,82,5%,-11%,-1%,4%,

# Looked up by structure from the list above:
SMILES,RSV CPE inhibition,WT yeast gro inh,WT yeast gro inh mutant strain,UTI89 phage lysis,Autophagy HCS,Autophagy HCS cell loss 18 h,NTR1 agonist,NTR1 agonist cell count 20 µM,GPR35 antagonists,AID2073,Dengue-2 NS5 capping,LYP phosphatase,others
CN(CC(=O)NCC(=O)Nc1ccc(F)cc1)C1CCS(=O)(=O)C1 (centres undefined),3.7%,.,.,0.7%[50 µM],.,.,-0.3,73,.,.,-4%,.,
Cc1ccc(C)c2[nH]c(=O)c(CN(Cc3ccco3)C(=O)Nc3ccccc3)cc12,8.6%,50,40,1.1%,i,-8,3.7,26,-2%,3%,-2%,3%,
CCCn1c(SCCN2C(=O)c3ccccc3C2=O)n[nH]c1=O,2.5%,16,-26,0.3%,i,-23,1.2,32,-9%,-1%,-5%,-2%,

# Screening data deposited in PubChem by several laboratories.
